# Screening results deposited in PubChem BioAssay by National Center for Advancing Translational Sciences (NCATS).
# FLuc counter: inhibits or activates purified firefly luciferase, miR-21 counter-screen; P08659; purified FLuc, Km substrates, luminescence inhibition; Potency, µM (titrated, usually from 57.5 µM), inactives show at the top dose activity change, negative = inhibition, usual class: inhibitors; 360,000 tested, 6.9% active; AID 588342;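 also: potency is read from the fitted curve at half-maximal effect; plate controls were vehicle for no effect and reference inhibitor for full effect; nearly all actives have a fitted effect of over 55% in size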
# Target sequence (P08659 whole entry, looked up): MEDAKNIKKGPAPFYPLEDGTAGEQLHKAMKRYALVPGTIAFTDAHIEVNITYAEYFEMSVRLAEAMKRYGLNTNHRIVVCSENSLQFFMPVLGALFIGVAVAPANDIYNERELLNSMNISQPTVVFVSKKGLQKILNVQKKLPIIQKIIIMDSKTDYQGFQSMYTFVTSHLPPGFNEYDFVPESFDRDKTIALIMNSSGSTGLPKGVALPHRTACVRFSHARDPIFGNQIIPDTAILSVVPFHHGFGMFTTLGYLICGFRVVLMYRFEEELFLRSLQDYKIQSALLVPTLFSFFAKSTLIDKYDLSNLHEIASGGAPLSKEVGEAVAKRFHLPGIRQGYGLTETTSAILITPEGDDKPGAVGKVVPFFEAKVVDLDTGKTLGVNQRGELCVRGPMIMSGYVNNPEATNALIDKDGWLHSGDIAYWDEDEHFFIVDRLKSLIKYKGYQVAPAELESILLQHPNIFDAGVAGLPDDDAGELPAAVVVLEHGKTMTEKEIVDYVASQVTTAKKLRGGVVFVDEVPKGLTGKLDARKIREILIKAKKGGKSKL
#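 Biochemical qHTS of compounds, final roughly 60 µM downward over six points, against 10 nM purified firefly luciferase using Km concentrations of substrates (10 uM D-luciferin, 10 uM ATP) in Tris acetate pH 7.5 buffer; luminescence output.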
# TRPV1 agonist: human TRPV1 agonism. 320,000 tested, 0.19% active. TRPV1-expressing cells, Fluo-8 calcium influx, agonist mode. activation, % at 8.33 µM; in the data active = activation above about 80%; inconclusive = between about 30% and that limit; also: 0% is about no effect
#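 Cells expressing TRPV1 were dye-loaded with Fluo-8 and read kinetically: 10 s baseline, 3 min after compound (agonist portion), then 2 min after EC20 capsaicin (allosteric enhancer portion). Calcium-bound dye fluorescence at 480/520 nm.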
# NPC1 prom act: NPC1 promoter activation. Huh7 NPC1 promoter luciferase reporter, 24 h. 320,000 tested, 2.4% active. Potency, µM (top dose mostly 9.22 µM), for inactives: top-dose activation, hits mostly activators;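 also: potency is read from the fitted curve at half-maximal effect; % of control where 0% means no effect; nearly all actives have a fitted effect of over 60% in size; reporter is driven by a mutant NPC1 promoter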
#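 Quantitative HTS used a cell-based reporter: Huh7 cells stably bearing the NPC1 promoter upstream of luciferase were treated with compounds for 24 h, and promoter activation was read as luminescence.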
# VP16 counter: counter-screen for ROR gamma inhibitors: Gal4-VP16 reporter; Potency, µM (series often up to 53.6 µM), for the others: at the top dose activity, negative = inhibition, hits mostly inhibitors; 310,000 tested, 3.5% active; Drosophila S2 Gal4-VP16 UAS-luciferase, luminescence, 20 h;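 also: Gal4-VP16 expression switched on by copper sulfate through the metallothionein promoter; potency is read from the fitted curve at half-maximal effect; % is scaled to controls: 0 for no effect and ±100 for the full control effect; nearly all actives have a fitted effect of over 50% in size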
# BRCA1 expr act: activators of BRCA1 expression; MCF7-BRCA1-FFLuc reporter, luminescence, 48 h; response scale: scaled: vehicle 0%, 10 µM genistein 100%; Potency, µM (doses to about 46.1 µM), without a hit: at the highest dose activation, usual class: activators; 380,000 tested, 1.1% active; also: potency is read from the fitted curve at half-maximal effect; nearly all actives have a fitted effect of over 80% in size; some results filed as inactive show a strong effect at the top dose
#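 48 h compound treatment of MCF7-BRCA1-FFLuc cells (phenol-red free MEM, 37 °C), then 15 min with luciferase substrate and luminescence imaging.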
# ELG1 genotoxic: induces genotoxicity in HEK293T cells with luciferase-tagged ELG1. HEK293T ELG1-luciferase reporter, luminescence, 16 h. Potency, µM (titrated, usually from 46 µM), for inactives: at the highest dose activity change, positive = activation, most hits filed as activators. 330,000 tested, 1.3% active; also: potency is read from the fitted curve at half-maximal effect; % of control where 0% means no effect; nearly all actives have a fitted effect of over 60% in size
#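 ELG1-luciferase HEK293T cells, 2,000/well; compound pinned in; 16 hr, 37 °C, 5% CO2; ONE-Glo, 30 min RT; luminescence on CCD imager.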
# Tb PFK block: blocks T. brucei phosphofructokinase. Potency, µM (top dose mostly 57.5 µM), for inactives: at the top dose activity, negative = inhibition, actives largely listed as inhibitors. AID 485367. 330,000 tested, 0.17% active. T. brucei PFK, ADP-Glo luminescence;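 also: potency is read from the fitted curve at half-maximal effect; 0% = uninhibited 1x PFK enzyme wells and -100% = no-enzyme wells; nearly all actives have a fitted effect of over 60% in size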
#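 ADP-Glo luminescence quantified ADP after 45 min at room temperature, with 1.25 nM T. brucei PFK, 0.1 mM ATP and 0.5 mM fructose-6-phosphate in pH 8.0 TEA buffer. qHTS titrations up to 57 µM; curves classified by quality.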
# p53 reactivator: mutant p53 re-activation in reporter cells; H1299 p53-A138V BP100-luciferase reporter, luminescence, 24 h; Potency, µM (titrated, usually from 92.2 µM), without a hit: top-dose activity change, positive = activation, actives largely listed as activators; 320,000 tested, 0.063% active; AID 504706; also: potency is read from the fitted curve at half-maximal effect; % of control where 0% means no effect; nearly all actives have a fitted effect of over 45% in size
#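 H1299 (p53-null), stable ts p53-A138V + BP100-Luc; 1000 cells/well, Opti-MEM/10% FBS; cpd 4 pt, 1:5; 24 h, 37 deg C, 5% CO2; detection reagent 10 min RT; luminescence.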
# Rab9 prom act: activates the Rab9 promoter; Huh7 Rab9 promoter-luciferase reporter, luminescence, 24 h; Potency, µM (series often up to 9.22 µM), for inactives: top-dose activation, negative = inhibition, actives largely listed as activators; 320,000 tested, 2.8% active; AID 485297; also: potency is read from the fitted curve at half-maximal effect; % of control where 0% means no effect; nearly all actives have a fitted effect of over 60% in size
#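 Luciferase signal after 10 min detection reagent at ambient indicates Rab9 promoter upregulation; stably transfected Huh7 cells were treated 24 h with compound in DMSO at 37 °C, 5% CO2.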
# ELG1 repair inh: blocks ELG1-dependent DNA repair in HEK293T cells; HEK293T ELG1-luciferase reporter, luminescence, 16 h; DNA damage induced by 5-fluorouridine; 330,000 tested, 2.3% active; Potency, µM (highest dose often 46.1 µM), inactives show at the highest dose activity change, negative = inhibition, hits mostly inhibitors; AID 504467; also: potency is read from the fitted curve at half-maximal effect; % is scaled to controls: 0 for no effect and ±100 for the full control effect; nearly all actives have a fitted effect of over 55% in size
#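 Step one: seed 2,000 cells per well. Step two: pin-transfer compound or DMSO alongside 5-fluorouridine. Step three: incubate 16 hr, 37 °C, 5% CO2. Step four: add ONE-Glo, wait 30 min, read luminescence.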
# RORg inh: ROR gamma (mouse) transcription inhibition; Drosophila S2 Gal4-RORgamma UAS-luciferase reporter, 20 h; P51450; 310,000 tested, 5.4% active; Potency, µM (series often up to 53.6 µM), for inactives: top-dose activity change, negative = inhibition, actives largely listed as inhibitors; AID 2551; also: potency is read from the fitted curve at half-maximal effect; % is scaled to controls: 0 for no effect and ±100 for the full control effect; nearly all actives have a fitted effect of over 60% in size
# Target sequence (P51450 whole entry, looked up, the tested form may be a part): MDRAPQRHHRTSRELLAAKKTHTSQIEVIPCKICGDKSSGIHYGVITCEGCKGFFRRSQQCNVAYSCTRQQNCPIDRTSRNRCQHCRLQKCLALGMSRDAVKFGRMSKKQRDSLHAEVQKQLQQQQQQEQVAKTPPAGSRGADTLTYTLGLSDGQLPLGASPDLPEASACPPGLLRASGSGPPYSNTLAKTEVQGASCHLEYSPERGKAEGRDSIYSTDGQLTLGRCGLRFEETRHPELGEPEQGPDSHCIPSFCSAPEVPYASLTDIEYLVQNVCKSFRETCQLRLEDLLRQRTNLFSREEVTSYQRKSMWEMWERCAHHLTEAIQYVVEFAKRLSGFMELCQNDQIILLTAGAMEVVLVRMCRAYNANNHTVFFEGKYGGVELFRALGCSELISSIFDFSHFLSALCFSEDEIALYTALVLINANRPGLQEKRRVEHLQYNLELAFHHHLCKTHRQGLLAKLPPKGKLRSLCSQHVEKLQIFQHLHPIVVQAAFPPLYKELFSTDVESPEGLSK
#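 Drosophila S2 cells stably expressing Gal4-DBD/mouse RORγ fusion under metallothionein promoter plus UAS-luciferase; compound 1 h, then 700 uM CuSO4 induction for 20 h at ambient temperature; inhibition read as reduced luminescence.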
# * hit, by the source's call; ? = inconclusive; . = no result given. Unless noted, calls follow the shape of the dose curve; as a rule, active = well fitted curve in the direction sought with a large enough effect; inconclusive = small, poorly fitted or top-dose-only effect, or another doubt; inactive = no such curve, though single readings can be large; an effect the other way counts as inactive or inconclusive.
1) COc1ccc(NC(=O)C(C)N(C)Cc2ccc3ccccc3c2)cc1 (configuration not stated)
2) COC(=O)c1ccc(COc2ccc(/C=N/NC(=O)C(=O)Nc3ccc(OC)cc3)cc2OC)o1
3) O=C(CSc1nnc(-c2cccs2)n1-c1cccc(Cl)c1)c1cccc2c1OCCO2
4) COc1ccc(OCC(=O)Nc2cccc(NC(=O)c3ccco3)c2)cc1
5) COc1cccc(NC(=O)c2ccc3nsnc3c2)c1
6) COc1ccc(N(CC(=O)Nc2ccccc2F)S(=O)(=O)c2ccc(C)c([N+](=O)[O-])c2)cc1
7) Cc1oc(=O)c(NC(=O)c2ccc(Cl)cc2)cc1C(=O)c1ccccc1
8) Cc1cccc(NC(=S)NC(=O)C2CC2)c1

Screen / compound no.	1	2	3	4	5	6	7	8
FLuc counter	0%	-1%	1%	12µM*	12µM*	3%	-17%	?
TRPV1 agonist	-1	0	8	6	?	4	-1	8
NPC1 prom act	-2%	-5%	-2%	6%	?	-10%	0%	27%
VP16 counter	-10%	6%	4%	-9%	-5%	19%	-12%	?
BRCA1 expr act	-31%	0%	-22%	29%	?	-33%	-19%	.
ELG1 genotoxic	-8%	5%	-1%	-2%	?	-5%	7%	?
Tb PFK block	2%	3%	-3%	0%	-7%	6%	17µM*	-3%
p53 reactivator	-5%	-1%	1%	-1%	28%	7%	-10%	25µM*
Rab9 prom act	-4%	-4%	1%	5%	?	-3%	2%	20%
ELG1 repair inh	?	-4%	?	-5%	?	-14%	?	?
RORg inh	?	-22%	-16%	36%	29%	-11%	16%	7.9µM*

9) CCC(CC)C(=O)NCc1ccc(Cl)cc1
10) COc1ccc(C(CCN2CCOCC2)c2c(OC)cc(OC)c3c(-c4ccccc4)cc(=O)oc23)cc1 (configuration not stated)
11) Cc1ccc(S(=O)(=O)N2CCCCC2)cc1NS(=O)(=O)c1ccccc1F
12) CC(C)COC(=O)COc1cc(Cl)c(Cl)cc1Cl
13) O=c1c2c(nc3cc(-c4ccccc4)[nH]n13)CCS2
14) CC(NC(=O)c1cc(-c2ccccc2)on1)c1ccccc1 (configuration not stated)
15) COc1ccc(NC(=O)CCC(=O)c2cccs2)cc1S(=O)(=O)Nc1ccc(Cl)cc1
16) CCCCCCCCCCOC(=O)Cn1c(COc2ccccc2)[n+](C)c2ccccc21

Screen / compound no.	9	10	11	12	13	14	15	16
FLuc counter	-2%	.	.	-12%	9.5µM*	6%	-3%	0%
TRPV1 agonist	-3	.	.	7	2	25	-1	7
NPC1 prom act	-3%	.	.	-1%	4µM*	0%	-10%	-4%
VP16 counter	-4%	?	.	-1%	-1%	-5%	-12%	?
BRCA1 expr act	0%	-42%	-25%	.	71%	0%	-66%	-34%
ELG1 genotoxic	-1%	-2%	5%	-1%	?	15%	-4%	-11%
Tb PFK block	4%	1%	3%	0%	2%	0%	3%	3%
p53 reactivator	-1%	-7%	-1%	-5%	10%	8%	4%	-4%
Rab9 prom act	0%	.	.	-3%	2.8µM*	-4%	-4%	-1%
ELG1 repair inh	22%	-8%	-3%	30%	?	29%	?	-28%
RORg inh	1%	?	.	2%	-21%	?	21%	?

17) CCOc1cc(/C=N/NC(=O)CSc2nncn2C)ccc1OCc1cccc(C)c1
18) C=CCN=C1CC(C)(C)CC(=O)/C1=C(\O)CCCN1C(=O)c2ccccc2C1=O
19) CCCn1c2c(c(O)c(C(=O)Nc3ccccc3)c1=O)CCCC2
20) Cc1ccccc1C(=O)NCCc1nnc(SCC(=O)Nc2nc(-c3ccccc3)cs2)n1C
21) COC(=O)c1cc(S(=O)(=O)N2CCN(c3ccc(C(C)=O)cc3)CC2)c[nH]1
22) COc1cc(-c2nc3ccccn3c2NCc2ccccc2)ccc1SC1CCCCC1
23) CCn1cc(C(c2ccccc2)C(C(C)=O)[N+](=O)[O-])c2ccccc21 (configuration not stated)
24) COc1ccc(-c2cc3c(=O)n(CC(=O)N4CCN(C)CC4)ncn3n2)cc1

Screen / compound no.	17	18	19	20	21	22	23	24
FLuc counter	?	0%	1%	-3%	1%	?	0%	2.4µM*
TRPV1 agonist	1	-4	4	-2	8	0	10	-1
NPC1 prom act	1%	-4%	15%	18%	-7%	-2%	-4%	?
VP16 counter	-4%	9%	-3%	?	1%	.	-1%	?
BRCA1 expr act	4%	-23%	-43%	60%	-11%	-11%	-35%	103%
ELG1 genotoxic	-2%	0%	-4%	-1%	0%	?	-1%	?
Tb PFK block	0%	0%	-2%	4%	-2%	-1%	-1%	-3%
p53 reactivator	-23%	-1%	2%	7%	-4%	13%	-3%	.
Rab9 prom act	12%	1%	1%	14%	-5%	-2%	-5%	5µM*
ELG1 repair inh	-14%	4%	1%	?	-4%	?	?	?
RORg inh	20%	?	5%	0%	24%	.	-28%	?

25) N=c1n(CCN2CCCC2)c2ccccc2n1CC(O)c1ccco1 (configuration not stated)
26) COc1ccc(NC(=S)N2CCCC(c3nc4ccc(C)cc4[nH]3)C2)c(OC)c1 (configuration not stated)
27) COc1ccc(/C=C/CN2CCC(Oc3ccc(C(=O)N4CCCCC4)cc3)CC2)cc1
28) COc1ccc(C(=O)CSc2nnc(-c3ccco3)n2C)cc1
29) S=C(NCCNCc1ccccc1)NC1CCCCC1
30) CN1CCN(C(=O)c2ccc3c(c2)N(Cc2ccc(Cl)cc2)C(=O)c2ccccc2S3=O)CC1 (configuration not stated)
31) Cc1ccc(-n2c(C)cc(C(=O)CSc3n[nH]c(N)n3)c2C)cc1
32) CNC(=O)c1ccsc1NC(=O)CN1C(=O)CCC1=O

Screen / compound no.	25	26	27	28	29	30	31	32
FLuc counter	-1%	13µM*	-1%	-15%	0%	1%	9.5µM*	-1%
TRPV1 agonist	-2	12	4	0	18	1	?	3
NPC1 prom act	0%	-8%	-6%	1%	-1%	-2%	26%	-7%
VP16 counter	-2%	-29%	5%	20%	?	-4%	5%	-1%
BRCA1 expr act	2%	-6%	-8%	9%	.	0%	12%	1%
ELG1 genotoxic	-6%	-2%	-9%	3%	-18%	3%	1%	2%
Tb PFK block	-5%	-8%	0%	-2%	-6%	10%	-1%	-5%
p53 reactivator	1%	-4%	?	5%	3%	0%	3%	2%
Rab9 prom act	-1%	-8%	-3%	-2%	-8%	-7%	20%	-6%
ELG1 repair inh	20%	2%	-11%	3%	0%	-3%	?	21%
RORg inh	0%	?	-2%	8%	4µM*	-14%	?	22%

# A draw from above in order of length of the SMILES, ascending:
32) CNC(=O)c1ccsc1NC(=O)CN1C(=O)CCC1=O
31) Cc1ccc(-n2c(C)cc(C(=O)CSc3n[nH]c(N)n3)c2C)cc1
26) COc1ccc(NC(=S)N2CCCC(c3nc4ccc(C)cc4[nH]3)C2)c(OC)c1 (configuration not stated)
30) CN1CCN(C(=O)c2ccc3c(c2)N(Cc2ccc(Cl)cc2)C(=O)c2ccccc2S3=O)CC1 (configuration not stated)

Screen / compound no.	32	31	26	30
FLuc counter	-1%	9.5µM*	13µM*	1%
TRPV1 agonist	3	?	12	1
NPC1 prom act	-7%	26%	-8%	-2%
VP16 counter	-1%	5%	-29%	-4%
BRCA1 expr act	1%	12%	-6%	0%
ELG1 genotoxic	2%	1%	-2%	3%
Tb PFK block	-5%	-1%	-8%	10%
p53 reactivator	2%	3%	-4%	0%
Rab9 prom act	-6%	20%	-8%	-7%
ELG1 repair inh	21%	?	2%	-3%
RORg inh	22%	?	?	-14%

# (cont.)
33) O=C(NC1CCCCC1)c1noc2c1CCCCC2
34) Cc1cc(C)c(S(=O)(=O)NCC2CCC(C(=O)NCc3ccccn3)CC2)c(C)c1 (configuration not stated)
35) CC1CCN(S(=O)(=O)c2cccc(C(=O)Oc3ccc([N+](=O)[O-])cc3)c2)CC1
36) O=C(COc1cccc(C(F)(F)F)c1)NNC(=O)c1ccc(=O)[nH]c1
37) c1ccc(-c2sc3ccccc3c2-c2ccc(OCCN3CCCCC3)cc2)cc1
38) Cc1ccc(-c2c(=O)n(O)c3ccccc3[n+]2[O-])cc1

Screen / compound no.	33	34	35	36	37	38
FLuc counter	9.5µM*	-3%	0%	.	.	2%
TRPV1 agonist	17	8	-2	.	.	0
NPC1 prom act	2.2µM*	-2%	-3%	.	.	1%
VP16 counter	-28%	-13%	-13%	.	.	2%
BRCA1 expr act	?	-11%	-1%	5%	-12%	-12%
ELG1 genotoxic	9.2µM*	-7%	-3%	-2%	1%	0%
Tb PFK block	0%	0%	-3%	0%	5%	2%
p53 reactivator	21%	-5%	-7%	6%	2%	-3%
Rab9 prom act	2.5µM*	2%	-11%	.	.	-5%
ELG1 repair inh	?	-9%	-10%	9%	10%	2%
RORg inh	-26%	17%	20%	.	.	-50%
